Assay outcomes deposited in PubChem by Broad Institute.
Casp6 inh: human caspase-6 inhibitors, primary screen, biochemical, VEID-R110 fluorescence, single point, set 2; P55212; purified caspase-6, Z-VEID-R110 cleavage fluorescence; inhibition, % at 12.5 µM; 0.53% of 350,000 active; AID 686996, 2013;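 active = mean inhibition across replicates at least about 35%, with every replicate also reaching that limit, limit read from the data; inconclusive = only one of the two criteria met; inactive = neither criterion met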;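 note: 0% = median of neutral control wells and 100% = no fluorescence left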
Target sequence (P55212 24-179 limits assumed): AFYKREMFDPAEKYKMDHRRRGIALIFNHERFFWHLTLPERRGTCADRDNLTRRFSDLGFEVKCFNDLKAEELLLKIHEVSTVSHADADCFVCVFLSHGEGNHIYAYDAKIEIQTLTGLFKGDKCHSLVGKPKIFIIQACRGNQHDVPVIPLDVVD
Target sequence (P55212 194-293 limits assumed): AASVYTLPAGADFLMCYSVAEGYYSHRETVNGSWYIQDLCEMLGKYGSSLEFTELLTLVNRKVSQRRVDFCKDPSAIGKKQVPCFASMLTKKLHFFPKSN
DENV2 CPE rescue: inhibitors of DENV2 cytopathic effect, primary screen, cell-based, plate reader, single concentration; DENV2-infected cells, cytopathic effect rescue; CPE inhibition, % at 9.99 µM; 1.7% of 350,000 active; in the data active = CPE inhibition above about 20%, passing the limit was not always enough; inconclusive = no clear call, values can overlap the other calls; tested in BHK-21 cells;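 note: 0% = median of neutral control wells and 100% = median of positive control wells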
CFTR F508del cor: F508del CFTR correction, initial screen, CFBE line, single point; 0.36% of 350,000 active; CFBE cells, YFP halide quenching; stimulated with forskolin plus potentiator P3; % fluorescence drop versus neutral controls; activity (quench increase), % at 7.58 µM;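 active = mean added fluorescence quench of at least 8% versus neutral control, with both replicates also reaching 8%; inconclusive = only one of the mean or replicate conditions met; inactive = mean below 8% and not both replicates reaching 8%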;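 note: cells transiently co-express mutant CFTR-F508del with the halide-sensitive YFP; corrector assay measuring rescue of mutant channel to the surface after 24 h compound exposure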
ERp5 block: inhibitors of ERp5-driven insulin aggregation, primary screen, biochemical, turbidity, absorbance 650 nm, single point; AID 651711, 2012; 0.05% of 350,000 active; inhibition, % at 9.99 µM; 90 min;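 active = mean replicate inhibition above about 25%, with every replicate also reaching it, limit read from the data, passing the limit was not always enough; inconclusive = only one of those two criteria met; inactive = neither criterion met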
Target sequence (Q15084 whole entry, looked up): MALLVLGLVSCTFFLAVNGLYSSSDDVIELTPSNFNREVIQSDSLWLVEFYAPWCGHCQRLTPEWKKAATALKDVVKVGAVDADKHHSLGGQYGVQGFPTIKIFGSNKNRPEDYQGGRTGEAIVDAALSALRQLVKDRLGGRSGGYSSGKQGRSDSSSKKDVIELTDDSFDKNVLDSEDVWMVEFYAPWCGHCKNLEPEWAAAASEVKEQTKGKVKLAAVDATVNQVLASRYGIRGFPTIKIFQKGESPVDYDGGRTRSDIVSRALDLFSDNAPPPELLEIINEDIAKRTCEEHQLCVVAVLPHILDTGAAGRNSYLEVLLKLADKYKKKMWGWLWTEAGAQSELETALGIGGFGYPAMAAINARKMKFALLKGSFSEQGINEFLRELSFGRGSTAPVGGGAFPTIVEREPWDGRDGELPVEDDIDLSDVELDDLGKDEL
ERAP1 inh: human ERAP1 aminopeptidase inhibitors, primary screen, biochemical, single point, plate reader; AID 652197, 2013; inhibition, % at 10.7 µM; 0.15% of 340,000 active; Endoplasmic reticulum aminopeptidase 1 (Homo sapiens), Q9NZ08; recombinant ERAP1, Leu-AMC fluorescence, 60 min;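 active = mean replicate inhibition of at least 30%, or all replicates individually reaching that 30% level; inactive = mean below 30% and not every replicate reaching it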;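 note: 0% = neutral control wells and 100% = L-leucinethiol positive control wells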
miR122 inh: miR-122 Renilla sensor signal increase in Huh7, primary screen, miR-122 inhibitor project, cell-based, single point, plate reader. Huh7 miR-122 Renilla luciferase sensor, 48 h; neutral wells = 0, positive control = 100. activation (reporter increase), % at 12.5 µM. 0.3% of 340,000 active. AID 602342, 2012;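 active = mean replicate activation score at least 90 and every replicate individually at or above 90; inconclusive = only one of the two criteria met; inactive = neither criterion met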;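 note: higher luciferase means less miR-122 activity so hits act as miR-122 inhibitors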
SIRT5 inh: SIRT5 desuccinylase inhibitors, primary screen, biochemical, fluorescence imaging, single point, set 5; NAD-dependent protein deacylase sirtuin-5, mitochondrial (Homo sapiens), Q9NXA8; Purified SirT5, succinyl-peptide AMC, trypsin-coupled fluorescence; inhibition, % at 15 µM; 1.1% of 330,000 active; in the data active = inhibition above about 15%; inconclusive = no clear call, values can overlap the other calls
Target sequence (Q9NXA8 whole entry, looked up): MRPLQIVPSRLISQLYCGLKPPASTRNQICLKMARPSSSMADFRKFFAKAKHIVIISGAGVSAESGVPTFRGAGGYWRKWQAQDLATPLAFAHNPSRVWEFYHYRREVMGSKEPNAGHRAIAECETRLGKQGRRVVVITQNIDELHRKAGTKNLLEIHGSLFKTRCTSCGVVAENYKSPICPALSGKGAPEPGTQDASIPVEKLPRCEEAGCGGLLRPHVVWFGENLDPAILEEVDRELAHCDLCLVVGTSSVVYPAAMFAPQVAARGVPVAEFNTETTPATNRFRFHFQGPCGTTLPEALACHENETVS
Numbers without * were called inactive; ? = inconclusive; . = no result given; [ ] = another dose, or the depositor's remark.

SMILES	Casp6 inh	DENV2 CPE rescue	CFTR F508del cor	ERp5 block	ERAP1 inh	miR122 inh	SIRT5 inh
Cc1cc(NC(=O)CSc2ccccn2)cc(NC(=O)CSc2ccccn2)c1	2	-1	-1.0	0	0	6	12
O=C(c1ccc2c(c1)OCO2)N1CC2(C1)[C@H](c1ccccc1)[C@@H](CO)N2C(=O)C1CC1	0	12	-1.0	-1	-1	.	0
CCCNC(=O)C1(C)CCCN(Cc2cccn2C)C1 (stereo not given)	-1	?	0.3	-2	-3	-7	-7
COc1ccc(/C=C/C(=O)OCC(=O)N2c3ccccc3CC2C)c(OC)c1 (stereo not given)	-1	?	-7.2	-8	1	-2	-3
COc1ccc(-c2cc3c(=O)n(CC(=O)NCc4cccnc4)ncn3n2)cc1	0	4	-6.7	-10	3	2	-19
CCCS(=O)(=O)N1CCCC(C(=O)Oc2ccc(OC)cc2)C1 (stereo not given)	3	2	-0.7	1	-5	.	2
O=C1CCCC(=O)N1c1ccc(F)cc1	.	6	-2.1	4	3	-9	-2
CCCNC(=O)C[C@H]1C[C@@H]2c3cc(NC(=O)CN(C)C)ccc3O[C@@H]2[C@@H](CO)O1	.	2	0.6	.	.	6[16.7 µM]	.
COc1cccc(S(=O)(=O)N2CCC3(CC2)CN(C(=O)Nc2cccc(F)c2)[C@H](CO)c2[nH]c4cc(OC)ccc4c23)c1	0	3	-1.8	8	-4	.	1
CC1=NN(C(N)=S)C(=O)C1N=Nc1ccc(C)c(Br)c1 (stereo not given)	-6	-4	-3.3	3	0	.	-2
CC(C)Nc1nnc(SCc2cc(=O)n3ccsc3n2)s1	17	-5	0.1	-4	2	.	-4
CC(C)NC(=O)CC(c1ccccc1)c1cc(Br)ccc1O (stereo not given)	1	-5	-2.1	-2	0	?	0
CCc1ccc(CNC(=O)CCn2ccc3cc(S(=O)(=O)N4CCCC4)ccc32)cc1	3	-2	0.6	4	-1	-2	0
CSc1ccc(Cl)c(C(=O)OCC(=O)N2CCN(C(=O)c3ccco3)CC2)c1	1	6	-3.5	2	-2	-2	-2
Cc1ccc(S[C@]2(C(=O)NC(C)C)CC(=O)N(C3CCCCC3)[C@@H]2c2ccc(CO)cc2I)cc1	1	1	4.2	4	0	.	7
CCC1COCCS(=O)(=O)N1Cc1ccc(F)cc1 (stereo not given)	-4	.	0.6	4	-1	-9	1
O=S(=O)(N[C@@H]1CC[C@@H](CCn2cc(-c3cccnc3)nn2)O[C@@H]1CO)c1ccc(F)cc1	2	-5	-1.6	-1	0	.	-2
COc1ccc(N2CCN(C(=O)c3cc(=O)c4cc(C)ccc4o3)CC2)cc1	-6	0	3.0	2	1	.	-3
Cc1cc(NCc2ccccn2)n2ncc(-c3ccc(Cl)cc3)c2n1	-1	-1	0.4	2	.	-17	-2
Cc1c(C(=O)N2CCN(c3ccccc3)CC2)oc2c(F)cccc12	-3	-3	-2.3	3	2	-2	-2
O=S1(=O)N=C(N(CCO)/N=C/c2ccccc2)c2ccccc21	-1	-7	-1.9	-4	1	5	1
O=C(O)c1cc(-c2ccc(Cl)cc2)n(-c2ccc(Cl)cc2)n1	4	-3	1.3	-3	0	.	0
CCC(c1nnnn1-c1ccc2c(c1)OCCO2)N1CCN(CCN2CCOCC2)CC1 (stereo not given)	-4	3	-1.5	2	-4	.	0
COc1ccc(-c2cc(C(=O)OCC(=O)N3CCCCC3)c3ccccc3n2)cc1OC	-1	18	-1.3	2	-1	.	1
Cc1ccc(C)c(NC(=O)c2ccc(S(=O)(=O)N(C)CC3CCCO3)cc2)c1 (stereo not given)	-5	-7	-1.7	1	-1	-5	-3

Some values from above.
Result of CCC1COCCS(=O)(=O)N1Cc1ccc(F)cc1 (stereo not given) in ERAP1 inh: -1
Result of O=C1CCCC(=O)N1c1ccc(F)cc1 in ERp5 block: 4
Result of CC(C)NC(=O)CC(c1ccccc1)c1cc(Br)ccc1O (stereo not given) in CFTR F508del cor: -2.1

The listing continues:
SMILES	Casp6 inh	DENV2 CPE rescue	CFTR F508del cor	ERp5 block	ERAP1 inh	miR122 inh	SIRT5 inh
Cc1nc2ccccc2n1CC(O)COC1CCCCC1 (stereo not given)	2	-4	1.3	5	5	.	1
Cc1ccc(S(=O)(=O)N(C)C[C@@H]2OCCCC[C@H](C)Oc3ccc(NS(=O)(=O)c4cccs4)cc3C(=O)N([C@@H](C)CO)C[C@@H]2C)cc1	1	0	-6.6	7	0	6[16.7 µM]	7
CCc1nnc(NS(=O)(=O)c2ccc(NC(=S)NC(=O)c3ccc(Br)cc3)cc2)s1	0	-7	.	6	1	.	3
C[C@H](O)C#Cc1ccc2c(c1)O[C@@H](CN(C)C)[C@H](C)CN([C@H](C)CO)S2(=O)=O	1	13	-0.9	-2	-1	1[16.7 µM]	-5
O=C(Cc1ccccc1Cl)c1ccccc1	0	-7	-0.8	-5	-1	-1	1
Cc1[nH]c(C)c(S(=O)(=O)N(C)Cc2ccccc2)c1C(=O)N1CCCCC1	-2	-1	0.5	3	1	-1	0
CC(=O)Nc1ccc(Nc2nc(-c3cc4ccccc4oc3=O)cs2)cc1	1	-4	0.4	-5	-1	-6	1
Oc1c(Br)cc(CNC2CCCCC2)cc1Br	-1	11	-0.2	5	-2	2	.
Cc1cc(C(=O)Nc2cccc3c2O[C@@H](CN(C)C(=O)NC2CCCCC2)[C@H](C)CN([C@@H](C)CO)C3=O)n(C)n1	0	-4	-2.0	0	-3	-5[16.7 µM]	-1
O=C(Nc1ccccc1N1CCOCC1)c1cc(-c2ccncc2)nc2ccccc12	0	-8	-1.6	-5	-2	1	-2
CCCC#Cc1cnc2c(c1)C(=O)N([C@@H](C)CO)C[C@H](C)[C@@H](CN(C)C(=O)Cc1ccncc1)O2	-2	11	-0.7	8	3	-6[16.7 µM]	-4
CCOc1ccc(NC(=O)CCNC(=O)c2ccc(Br)cc2)cc1	-2	1	-1.4	0	-5	.	1
COCCn1c(SCC(=O)c2cc(C)n(C)c2C)nc2ccccc2c1=O	2	-4	-4.2	-2	21	.	-4
C=CCC[C@H](Cc1ccc(F)cc1)C(=O)OC[C@H]1CCCN1C(=O)[C@@H](CC=C)CC(=O)NCCO	1	-7	1.8	-5	-1	.	.
O=C(N[C@@H](Cc1ccccc1)C(=O)OCc1ccccc1)c1nc[nH]c1C(=O)NC(c1ccccc1)c1ccccc1	-2	9	-1.2	2	-3	-11	.
CC(C)NC(=O)N1CC2(C1)[C@H](c1ccccc1)[C@@H](CO)N2C(=O)C1CCOCC1	1	-11	-4.8	-3	-1	.	-7
O=C(CCCCCN1C(=O)[C@@H]2Cc3ccccc3CN2C1=O)Nc1ccccc1Cl	5	12	3.2	8	2	.	-1
C=CCOc1c(Br)cc(/C=C2/C(=O)ON=C2C)cc1OC	11	-1	0.3	1	2	2	7
CO[C@H]1CN(C)C(=O)c2cc(NC(=O)Nc3ccccc3)ccc2OC[C@@H](C)N(C(=O)CN(C)C)C[C@@H]1C	-4	0	-2.0	1	-1	-3[16.7 µM]	-4
COc1ccc(S(=O)(=O)Nc2ccc3c(c2)C(=O)N([C@@H](C)CO)C[C@@H](C)[C@@H](CN(C)Cc2ccncc2)OCCCC[C@@H](C)O3)cc1	0	-4	2.9	1	-1	-7[16.7 µM]	1
Cc1cccc(C)c1NC(=O)COC(=O)c1cccc2c1C(=O)c1ccccc1C2=O	-1	-1	.	-5	-7	.	2
CC(C)CC(=O)Nc1ncc([N+](=O)[O-])s1	20	-4	1.0	3	3	-3	-2
CCNC(=O)[C@@H]1[C@@H](CO)[C@@H]2Cn3c(ccc(/C=C/c4ccccc4)c3=O)[C@H]1N2CC	2	3	-3.0	-2	0	19[16.7 µM]	-94
C[C@@H]1CCCCO[C@H](CN(C)S(C)(=O)=O)[C@@H](C)CN([C@@H](C)CO)C(=O)c2cc(NC(=O)c3ccncc3)ccc2O1	.	?	3.2	.	.	45[16.7 µM]	.
C[C@@H]1CN(c2ccc(N3CCNC[C@H]3C)cc2C#N)C[C@H](C)O1	-10	-5	-3.0	-3	6	.	2

Overlap with the part before: 6 entries, then new ones.
SMILES	Casp6 inh	DENV2 CPE rescue	CFTR F508del cor	ERp5 block	ERAP1 inh	miR122 inh	SIRT5 inh
COc1ccc(S(=O)(=O)Nc2ccc3c(c2)C(=O)N([C@@H](C)CO)C[C@@H](C)[C@@H](CN(C)Cc2ccncc2)OCCCC[C@@H](C)O3)cc1	0	-4	2.9	1	-1	-7[16.7 µM]	1
Cc1cccc(C)c1NC(=O)COC(=O)c1cccc2c1C(=O)c1ccccc1C2=O	-1	-1	.	-5	-7	.	2
CC(C)CC(=O)Nc1ncc([N+](=O)[O-])s1	20	-4	1.0	3	3	-3	-2
CCNC(=O)[C@@H]1[C@@H](CO)[C@@H]2Cn3c(ccc(/C=C/c4ccccc4)c3=O)[C@H]1N2CC	2	3	-3.0	-2	0	19[16.7 µM]	-94
C[C@@H]1CCCCO[C@H](CN(C)S(C)(=O)=O)[C@@H](C)CN([C@@H](C)CO)C(=O)c2cc(NC(=O)c3ccncc3)ccc2O1	.	?	3.2	.	.	45[16.7 µM]	.
C[C@@H]1CN(c2ccc(N3CCNC[C@H]3C)cc2C#N)C[C@H](C)O1	-10	-5	-3.0	-3	6	.	2
COc1ccc(NC(=O)N(C)C[C@H]2OCCCC[C@@H](C)Oc3ccc(NS(C)(=O)=O)cc3C(=O)N([C@@H](C)CO)C[C@@H]2C)cc1	-2	.	2.3	-1	4	-2[16.7 µM]	-1
O=C(c1ccc2c3c(cccc13)CC2)C1CCCN(Cc2cccnc2)C1 (stereo not given)	-3	14	1.1	5	.	13	-10
O=C1Cc2cc([N+](=O)[O-])ccc2N1c1c(Cl)cccc1Cl	1	-3	-0.9	5	-3	-8	-1
CC(C)CNC(=O)c1cccc(NC(=O)c2ccccc2-c2ccccc2C(=O)O)c1	-3	8	-0.6	2	-1	0	-3
Cc1onc(-c2ccccc2Cl)c1C(=O)NCc1nc(-c2ccc(C(F)(F)F)cc2)no1	-1	-10	0.1	4	2	.	-1
O=C(Nc1ccc(NC(=O)c2ccco2)cc1)c1ccco1	-1	-5	-0.6	7	-1	.	3
CO[C@H]1CN(C)C(=O)c2cc(NC(=O)Nc3ccccc3)ccc2OC[C@H](C)N(C(=O)CC2CC2)C[C@H]1C	.	0	0.8	-7	.	.	0
Cc1cccc(NC(=O)c2cnc3scc(C)n3c2=O)c1	-3	-1	3.4	4	-3	-3	0
CCn1c(C(O)c2cc(OC)c(OC)c(OC)c2)nc2ccccc21 (stereo not given)	0	11	1.6	-4	0	2	-6
CC(NC(=O)c1ccc(S(=O)(=O)NCc2ccco2)cc1)c1ccc(F)cc1 (stereo not given)	7	-4	2.7	4	0	.	-3

Quoted from the results shown, 2 compounds:
SMILES	Casp6 inh	DENV2 CPE rescue	CFTR F508del cor	ERp5 block	ERAP1 inh	miR122 inh	SIRT5 inh
COc1ccc(NC(=O)N(C)C[C@H]2OCCCC[C@@H](C)Oc3ccc(NS(C)(=O)=O)cc3C(=O)N([C@@H](C)CO)C[C@@H]2C)cc1	-2	.	2.3	-1	4	-2[16.7 µM]	-1
O=C(c1ccc2c3c(cccc13)CC2)C1CCCN(Cc2cccnc2)C1 (stereo not given)	-3	14	1.1	5	.	13	-10
